ASM inhibitor: blocks human secretory acid sphingomyelinase. P17405. placental ASM, HMU-PC fluorogenic substrate, 60 min. Potency, µM (titrated, usually from 57.5 µM), without a hit: at the highest dose activity change, negative = inhibition, hits mostly inhibitors. 340,000 tested, 0.006% active. AID 504937; note: potency is the fitted concentration of half-maximal effect
Target sequence (P17405 47-631 limits assumed): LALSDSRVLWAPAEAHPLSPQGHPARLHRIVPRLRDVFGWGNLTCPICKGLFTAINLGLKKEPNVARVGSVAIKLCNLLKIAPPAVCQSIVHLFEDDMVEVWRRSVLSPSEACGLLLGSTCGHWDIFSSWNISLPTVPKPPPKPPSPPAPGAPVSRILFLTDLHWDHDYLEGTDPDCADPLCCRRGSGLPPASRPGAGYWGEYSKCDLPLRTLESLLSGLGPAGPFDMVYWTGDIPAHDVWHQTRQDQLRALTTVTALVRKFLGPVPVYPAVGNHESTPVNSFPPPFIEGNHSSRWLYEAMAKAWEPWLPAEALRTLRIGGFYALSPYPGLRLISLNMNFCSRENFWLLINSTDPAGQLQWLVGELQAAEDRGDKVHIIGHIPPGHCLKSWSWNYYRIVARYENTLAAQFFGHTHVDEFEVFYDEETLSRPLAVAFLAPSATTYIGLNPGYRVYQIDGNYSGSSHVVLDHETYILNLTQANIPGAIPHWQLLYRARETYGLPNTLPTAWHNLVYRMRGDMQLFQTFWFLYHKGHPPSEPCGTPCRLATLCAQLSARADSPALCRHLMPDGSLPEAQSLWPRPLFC
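Fluorogenic HMU-PC substrate (9 uM final) is turned over by placental ASM in 60 min at 37 C after a 10 min compound preincubation. Reaction ended by alkaline stop (pH 10), with fluorescence read at 386/447 nm.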
MBNL1-CUG inh: MBNL1-poly(CUG) RNA binding inhibition | Potency, µM (top dose mostly 57.5 µM), inactives show at the top dose activity change, negative = inhibition, hits mostly inhibitors | 280,000 tested, 0.036% active | TR-FRET MBNL1-His/biotin-(CUG)12 binding, 665/545 ratio | Q9NR56; active = well fitted inhibition curve with a large enough effect in the signal ratio, with a control signal flat, not every such curve was filed as active; inconclusive = small, poorly fitted or top-dose-only effect, or effect the other way, or a change in a side signal; inactive = no such curve, though single readings can be large or run the other way; the % refers to the signal ratio; note: potency is the fitted concentration of half-maximal effect; % is set by controls: 0 for no effect and ±100 for the full control effect
Target sequence (Q9NR56 whole entry, looked up): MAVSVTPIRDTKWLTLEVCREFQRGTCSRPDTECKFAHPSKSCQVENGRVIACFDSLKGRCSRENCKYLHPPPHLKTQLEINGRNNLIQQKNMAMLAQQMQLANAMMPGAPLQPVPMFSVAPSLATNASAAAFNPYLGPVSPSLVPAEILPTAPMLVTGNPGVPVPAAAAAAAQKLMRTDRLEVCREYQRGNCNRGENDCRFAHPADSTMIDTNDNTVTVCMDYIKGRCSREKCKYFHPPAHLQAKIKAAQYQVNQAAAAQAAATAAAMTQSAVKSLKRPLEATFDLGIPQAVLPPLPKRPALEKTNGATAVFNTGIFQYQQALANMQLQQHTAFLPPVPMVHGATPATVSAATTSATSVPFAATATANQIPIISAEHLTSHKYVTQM
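Ratiometric TR-FRET (665 over 545 nm, excitation 340 nm) tracks disruption of MBNL1-His/biotin-(CUG)12 complex after 60 min at room temperature, with compounds at 92 nM to 58 uM final.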
AT treatment: potential ataxia-telangiectasia treatment; […] A-T fibroblasts, KAP-1 phosphorylation AlphaLISA; neocarzinostatin DNA damage 30 min before lysis; Potency, µM (series often up to 57.5 µM), inactives show at the top dose activation, hits mostly activators; 320,000 tested, 0.19% active; note: potency is the fitted concentration of half-maximal effect; % of control where 0% means no effect; nearly all actives have a fitted effect of over 45% in size
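ATM-like activity read as KAP-1 phosphorylation via AlphaLISA donor/acceptor antibody pairs after lysis and 6 hr at 25C. Cells were ATM-null patient fibroblasts ([…], hTERT), dosed 60 min, then exposed to the DSB inducer NCS for 30 min.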
CXXC DNA block: blocks binding of human MLL CXXC domain to DNA; Q03164; Potency, µM (doses to about 115 µM), for inactives: at the highest dose activity change, negative = inhibition, hits mostly inhibitors; AID 2662; MLL-CXXC / FITC-HOXA9 DNA fluorescence polarization; 290,000 tested, 0.037% active; active = well fitted inhibition curve with a large enough effect in the polarisation, with a control signal flat, not every such curve was filed as active; inconclusive = small, poorly fitted or top-dose-only effect, or effect the other way, or a change in a side signal; inactive = no such curve, though single readings can be large or run the other way; the % refers to the polarisation; note: potency is the fitted concentration of half-maximal effect
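Purified MLL-CXXC (added from a 7 uM solution) was preincubated 5 min at ambient with pinned compounds in 50 mM Tris-HCl pH 7.5, 50 mM NaCl, 1 mM DTT, 0.05% BSA. Fluorescein-labeled HOX-A9 DNA (50 nM solution) followed, 30 min, then polarization read.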
Menin MLL FP TR: menin-MLL binding inhibition, Texas Red mutant peptide | O00255 | Potency, µM (top dose mostly 61.6 µM), for inactives: at the highest dose FP activity change, negative = inhibition, most hits filed as inhibitors | Menin + Texas Red MLL mutant peptide, fluorescence polarization | AID 1768 | 270,000 tested, 0.23% active; active = well fitted inhibition curve with a large enough effect in the polarisation, with a control signal flat, not every such curve was filed as active; inconclusive = small, poorly fitted or top-dose-only effect, or effect the other way, or a change in a side signal; inactive = no such curve, though single readings can be large or run the other way; the % refers to the polarisation; note: potency is the fitted concentration of half-maximal effect; % of control where 0% means no effect; many of its hits are not listed in these tables
TCR act: T cell receptor activation. AID 504894. 330,000 tested, under 10 active. primary human leukocytes, anti-CD3, IL-2 HTRF, 48 h. Potency, µM (titrated, usually from 9.22 µM), for the others: top-dose activation of IL-2 secretion, most hits filed as activators; note: % of control where 0% means no effect
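Compounds are tested in HTS on primary human leukocytes co-incubated with a-CD3 beads for 48 hr. IL-2 output is measured by time-resolved FRET.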
Mito fusion yeast: blocks mitochondrial division or promotes mitochondrial fusion. S. cerevisiae fusion-defective mutant growth rescue, CellTiterGlo 48 h. Potency, µM (highest dose often 46.1 µM), for inactives: at the highest dose growth rescue (activation), most hits filed as activators. 320,000 tested, 0.23% active. AID 485298;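 note: potency is the fitted concentration of half-maximal effect; % of control where 0% means no effect; nearly all actives have a fitted effect of over 45% in size; temperature-sensitive fusion mutants such as fzo1-1 at 37 °C on non-fermentable ethanol glycerol medium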
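Growth-rescue viability read-out: after 48 h at the non-permissive 37C in glycerol/ethanol YPEG, yeast mitochondrial fusion mutants are measured by CellTiterGlo luminescence; compounds (23 nl pinned per well) restoring growth score as division inhibitors or fusion activators.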
a7 integrin act: activates integrin-mediated alleviation for muscular dystrophy; alpha7betagal myoblasts, beta-gal FDG fluorescence, 48 h; Potency, µM (top dose mostly 38.3 µM), for inactives: at the top dose activation, actives largely listed as activators; 350,000 tested, 0.064% active; AID 624291;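 note: potency is the fitted concentration of half-maximal effect; 100% = response of the positive control SU9516; nearly all actives have a fitted effect of over 60% in size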
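Alpha7betagal+/- myoblasts (passage 13) were plated 16-24 hr, then exposed to compounds (1:260 dilution of DMSO stock) for 48 hours at 37C. After MPER lysis, β-galactosidase reporter activity was read as FDG fluorescence (ex 480/em 540) after 30 minutes.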
PTAP TSG101 blk: blocks PTAP/TSG101 interaction to inhibit HIV-1 budding. 340,000 tested, under 10 active. AID 493005. Potency, µM (top dose mostly 115 µM), for inactives: top-dose activity change, negative = inhibition, hits mostly inhibitors. Fluorescence polarization, FITC-PTAP peptide / Tsg101 binding; active = well fitted inhibition curve with a large enough effect in the main read-out, with a control signal flat, not every such curve was filed as active; inconclusive = small, poorly fitted or top-dose-only effect, or effect the other way, or a change in a side signal; inactive = no such curve, though single readings can be large or run the other way; note: potency is the fitted concentration of half-maximal effect; % of control where 0% means no effect
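FP read-out: FITC-PTAP peptide, 50 nM final, binding Tsg101 binding domain, 10 uM final; 20 min, r.t.; 10 mM HEPES pH 7.5, 0.15 M NaCl, 0.01% Tween 20, 3 mM EDTA, 0.1 mM TCEP.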
TSHR antagonist: antagonists of human thyroid stimulating hormone receptor | TSHR-expressing cells, TSH-stimulated cAMP HTRF, 2 h; active compounds read low | activity change, negative = inhibition, % at 11.5 µM | 330,000 tested, 0.2% active | AID 504810;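 active = activity change below a set negative limit, meaning inhibition stronger than a set level, cut at about -70% in these data; inconclusive = activity change between two set negative limits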; note: % is set by controls: 0 for no effect and ±100 for the full control effect
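Read-out is FRET at 665 nm (cryptate excitation 337 nm) from a cryptate-tagged anti-cAMP antibody, competed by cell cAMP against cAMP-d2. Compounds are tested on freshly harvested TSHR cells challenged with 4nM TSH (EC80) for 2 hours at 37 deg C.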
* marks the source's active call; other numbers are inactive results; ? = inconclusive; . = no result given; [ ] = dose if it differs, or a comment. Unless noted, calls come from the whole dose curve; as a rule, active = well fitted curve in the direction sought with a large enough effect; inconclusive = small, poorly fitted or top-dose-only effect, or another doubt; inactive = no such curve, though single readings can be large; an effect the other way counts as inactive or inconclusive.

SMILES	ASM inhibitor	MBNL1-CUG inh	AT treatment	CXXC DNA block	Menin MLL FP TR	TCR act	Mito fusion yeast	a7 integrin act	PTAP TSG101 blk	TSHR antagonist
CCSc1ccc(C(=O)NCC(=O)O)cc1	3%	-4%	4%	0%	.	3%	-3%	-2%	-10%	4
O=C1CNC(=O)/C1=C\N1CCN(C(c2ccccc2)c2ccccc2)CC1	-1%	-11%	13%	-11%	-2%	2%	-12%	-6%	-9%	1
O=C1Nc2ccccc2C1=Nc1cccc([N+](=O)[O-])c1	-3%	?	3%	?	18%	-4%	1%	-3%	-8%	12
CCC(O)c1cc2c(cc1NC(=O)c1cccs1)OCCO2 (stereo not drawn)	0%	3%	3%	4%	-13%	1%	9%	-4%	-1%	-4
Cc1cc(C)n2cc(COc3ccc4ccccc4c3)nc2n1	-1%	4%[11.5 µM]	3%	9%	1%	1%[46.1 µM]	-33%[inhibitor]	-22%	-1%	12
COc1ccc(Nc2nnc(SCC(=O)NC(=O)Nc3ccc4c(c3)OCCO4)s2)cc1	-1%	3%	-2%	-14%	?	-7%	3%	-58%[inhibitor]	-3%	-7
COCC1CCN(Cc2cn[nH]c2-c2cc3ccccc3o2)C1 (stereo not drawn)	3%	5%	-4%	-3%	-1%	-4%	9%	?	-6%	-3
Cc1cc(C)n(-c2nc3ccccc3nc2N2CCN(S(=O)(=O)c3cccc(C#N)c3)CC2)n1	434%[activator]	?	-7%	-6%	19%	4%	0%	-24%	-5%	-2
CCOC(=O)C1(Cc2cccc(F)c2)CCN(Cc2ccon2)CC1	3%	2%	6%	-6%	-14%	3%	0%	-18%	-5%	-1
CN(CC(=O)Nc1ccccc1Cl)C(=O)c1cccc(-n2cccc2)c1	5%	.	-7%	.	.	1%	5%	-6%	0%	-3
CC(C)c1ccc(O)c(NC(=S)NC(=O)CCc2ccccc2)c1	-4%	4%	0%	16%	?	5%	1%	-18%	0%	-1
O=C(NCc1ccccc1)c1ccc(NC(=O)C2CCC2)cc1	-2%	.	.	.	.	-3%	.	20%	-10%	.
COc1ccc(S(=O)(=O)N2CCOCC2)cc1NC(=O)c1ccc(OCC(C)C)c(OC)c1	-7%	.	0%	.	.	-1%	1%	6%	-11%	-23
CC1(C)CC(=O)C(/C=N/c2ccccn2)=C(O)C1	1%	-7%	8%	-6%	-9%	0%	3%	?	1%	23
O=C(O)c1cc2c(cc1NC(=O)c1ccccc1C(F)(F)F)OCCCO2	10%	-2%	1%	7%	?	4%	9%	1%	-1%	5
Cc1ccc(NS(=O)(=O)c2ccc(CCC(=O)NCc3cccnc3)cc2)cc1	3%	-5%	1%	-10%	12%	-2%	-4%	0%	1%	5
CC1CN(CC(O)COC(c2ccc(Cl)cc2)c2ccc(Cl)cc2)CC(C)O1 (stereo not drawn)	2%	-25%	-2%	-7%	?	5%[46.1 µM]	8%	-4%	-2%	39
COc1cccc(N2C(=O)C3ON(c4ccccc4)C(c4cccs4)C3C2=O)c1 (stereo not drawn)	-3%	6%	9%	-3%	2%[11.7 µM]	3%	0%	17%	1%	-7
CCOc1ccc(NC(=O)COn2nnc3ccc(S(=O)(=O)N4CCOCC4)cc32)cc1	0%	2%	-2%	19%	1%	4%	-6%	9%	-1%	4
Cc1ccc(NS(=O)(=O)c2ccc(NC(=O)[C@@H]3CCCC[C@@H]3C(=O)O)cc2)c(C)c1	-6%	0%	12%	-20%	30%[activator]	4%	-1%	5%	-1%	1
CCOC(=O)C1CCN(C(=O)C2CCN(S(=O)(=O)c3ccc4c(c3)CC(C)N4C(C)=O)CC2)CC1 (stereo not drawn)	0%	-2%	-1%	-3%	-1%	2%	6%	-27%	-4%	-42
O=[N+]([O-])c1ccccc1/C=N/Nc1nnc(-c2ccccc2)c(-c2ccccc2)n1	-1%	6%	-3%	-4%	-11%	6%[46.1 µM]	-4%	-13%	-1%	0
COC(=O)c1ccccc1NC(=O)c1ccc2c(c1)OCCCO2	2%	-4%	11%	-4%	.	2%	1%	23%	2%	-4
Cc1ccn(C(=O)c2ccc(NC(=O)CC(C)C)cc2)n1	3%	-4%	-5%	6%	0%	-2%	2%	9%	-5%	-5
CCc1ccc(-c2nc(CS(=O)CC(=O)O)c(C)o2)cc1 (stereo not drawn)	0%	-7%	21%	-2%	.	-1%	1%	-10%	0%	13

Remaining list, next part.
SMILES	ASM inhibitor	MBNL1-CUG inh	AT treatment	CXXC DNA block	Menin MLL FP TR	TCR act	Mito fusion yeast	a7 integrin act	PTAP TSG101 blk	TSHR antagonist
COc1cccc(C(=O)N(C)CC(=O)Nc2ccc(F)c(F)c2F)c1	0%	1%	-5%	-4%	6%	0%	1%	22%	-2%	-2
O=C(NCCN1CCN(C(=O)c2ccccc2Cl)CC1)C(=O)NCc1ccccc1	24%	-3%	0%	5%	.	-1%	2%	-5%	-4%	-4
Cn1c(CO)nc2c3ccccc3ccc21	2%	.	.	.	.	2%	.	-27%	-3%	.
Cc1ccc(NC(=O)[C@@H](NC(=O)c2cccc(S(=O)(=O)N3CCOCC3)c2)C(C)C)cc1C	4%	2%	5%	9%	-8%	0%[46.1 µM]	-5%	?	0%	-3
CCCNC(=O)C(Cc1ccc(I)cc1)NC(=O)c1ccc2ccccc2n1 (stereo not drawn)	-26%	.	6%	.	.	5%	17%	23%	.	-18
CCC1CCCCN1C(=O)CSc1nnc(-c2ccc(OC)cc2)o1 (stereo not drawn)	-6%	4%	8%	0%	-10%	-7%[46.1 µM]	8%	6%	-7%	3
COc1cccc(CC2(CO)CCN(S(=O)(=O)c3ccc(OC)cc3OC)CC2)c1	-1%	-8%	6%	-8%	-1%	0%	-1%	25%	-1%	-2
CC(=O)c1cnc(-c2ccccc2)s1	-3%	?	-1%	0%	-1%	1%	22%	6%	0%	5
Cc1cc(C(F)(F)F)c2c(N)c(C(=O)Nc3cc(C)on3)sc2n1	-5%	20%	-3%	15%	14%	-33%	0%	7%	-3%	7
CCOC(=O)C1(C)C=C(Nc2ccc(O)cc2)C(=O)N1c1ccc(O)cc1 (stereo not drawn)	-3%	?	-1%	3%	-24%	-2%[46.1 µM]	14%	-39%	-1%	11
O=C(Oc1ccc(/C=N/NC(=O)c2ccccn2)cc1)c1cccc(F)c1	1%	.	.	.	.	-8%	.	-17%	-4%	.
Cc1ccc(-n2c(C)cc3c2CC(C)(C)CC3=O)cc1C	-4%	8%	.	0%	?	6%	7%	17%	4%	-10
O=C(CSc1ccc2nnc(-c3ccncc3)n2n1)NCc1ccco1	-2%	-13%	-1%	6%	-14%	2%	0%	0%	-4%	15
Cc1cc(C)c(C(=O)CSc2nnc(N)s2)c(C)c1	1%	-4%	-1%	3%	-9%	10%	-7%	-11%	-2%	-2
CCOc1cccc2sc(N(CCN(C)C)C(=O)c3ccc(Br)s3)nc12	-4%	136%[activator]	8%	5%	2%	-5%	-18%	16%	-2%	-4
CC(=O)Nc1ccc(NC(=O)CSc2nnc(C)n2-c2ccccc2)cc1	-2%	2%	-3%	-4%	-4%	0%	-3%	?	-5%	-4
Cc1nn(Cc2c(Cl)cccc2Cl)c(C)c1NC(=O)c1cnn2c(C(F)F)cc(-c3ccccc3)nc12	-6%	2%	-3%	0%	-21%	-2%	4%	-9%	-4%	-4
N#Cc1ccc(-c2ccc(OCC3CNC(=O)O3)cc2)cc1 (stereo not drawn)	-3%	84%[activator]	28%	7%	-1%	-4%	7%	-36%	-2%	-14
COc1cccc(NC(=O)CN(C)C(=O)c2c(-c3ccccc3)noc2C)c1	-1%	-4%	5%	-13%	.	-8%	1%	-13%	-2%	8
COC(=O)CSc1nc(SCc2ccc(C)cc2)nc2c1CCCC2	-12%	1%	6%	0%	-9%	-4%	2%	3%	-3%	-18
COc1ccc(CNC(=O)N2CCN(c3ccccc3OC)CC2)cc1	0%	-5%	1%	9%	7%	-6%	2%	16%	-13%	-9
Cc1ccc(NC(=O)CCC(=O)N/N=C/c2cccnc2)cc1	1%[11.5 µM]	16%	7%	1%	4%	2%	6%	-13%	2%	-15
COc1ccc(/C=N/NC(=O)c2cccc(NC(=O)c3ccc(Cl)cc3)c2)c(OC)c1	13%	11%	3%	22%	-29%	-1%[46.1 µM]	-2%	-11%	-2%	-1
Cc1ccc(NC(=O)C2CC2)cc1S(=O)(=O)N1CCOCC1	10%	.	9%	.	.	-7%[46.1 µM]	.	0%	-6%	-3

A portion of the library; the hit share may differ from the screen's.
